# Assay outcomes deposited in PubChem by several laboratories.
# CHOP inhibitor: blocks CHOP induction under ER stress. inhibition, % at 10 µM. 3.8% of 220,000 active. CHO-K1 CHOP-promoter luciferase, tunicamycin-induced, 15-18 h;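 active = compounds that reduced the stress-induced luciferase reporter signal by more than about 70% of percent inhibition, limit read from the data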;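 note: 0% = tunicamycin plus vehicle and 100% = wells without tunicamycin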
# EBV gp42 inh: inhibitors of Epstein-Barr virus glycoprotein 42. Q1HVG2. Fluorescence polarization binding assay, mP read-out. inhibition, % (tested at 21.74 µM). 0.42% of 220,000 active; in the data active = inhibition above about 50%
# Target sequence (Q1HVG2 whole entry, looked up): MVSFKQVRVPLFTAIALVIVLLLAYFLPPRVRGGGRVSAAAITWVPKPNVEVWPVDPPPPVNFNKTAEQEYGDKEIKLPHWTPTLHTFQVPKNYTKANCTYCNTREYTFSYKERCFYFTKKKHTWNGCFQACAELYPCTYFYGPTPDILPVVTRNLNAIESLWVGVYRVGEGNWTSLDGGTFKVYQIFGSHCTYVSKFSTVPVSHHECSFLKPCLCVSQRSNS
# MDM2 E3 inh: blocks human Mdm2 ubiquitin ligase activity. 0.11% of 210,000 active. Q00987. cell-based MDM2 ubiquitination luciferase reporter, 2 h; 0 = plate control, 100 = twice control, blank-subtracted. AID 1230. signal enhancement, % at 5 µM;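 active = signal enhancement of 30% or more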;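 note: luminescence tracks abundance of the self-degrading MDM2-luciferase fusion protein; higher signal means inhibition of MDM2 E3 ligase activity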
#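 System: stable MDM2–luciferase fusion reporter cells / Input: 2000 cells seeded into each well / Schedule: 4 h settle plus 2 h compound, 37 °C / Compound: single-point 5 µM / Buffer or medium: cells held in DMEM / Benchmarks: control and blank well means / Evaluation: percent signal gain over controls, blank-subtracted / Measured by: luciferase luminescence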
# zfTRPN1 agonist: zebrafish TRPN1 (NompC) channel agonism. HEK293 zebrafish TRPN1-YFP, Fluo-8 calcium fluorescence; 100% = response to 87 µM carbachol. activation, % at 3 µM. 0.18% of 220,000 active. AID 1424;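 active = activation above its plate's cutoff, the mean activation of test wells on that plate plus 3 SD, cut at about 19% in these data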;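 note: 0% = DMSO alone and 100% = 87 µM carbachol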
#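 Material: zebrafish TRPN1-YFP in HEK293 cells; Doses: single test compound dose, 3 µM nominal, 0.3% DMSO; Timing: dye loading 1 h at 37 °C, then 30 min room temperature; Technique: intracellular calcium fluorescence with Fluo-8; Benchmarks: high carbachol 87 µM, low DMSO alone.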
# TRPML3 ag: agonists of human TRPML3 channel. HEK293 TRPML3-YFP, Fluo-8 calcium fluorescence; 100% = the carbachol control signal. 0.29% of 220,000 active. Q8TDD5. activation, % at 3 µM;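 active = activation above its plate's cutoff, the mean activation of the plate's test wells plus 3 SD, cut at about 12% in these data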;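 note: 0% = DMSO only wells and 100% = carbachol wells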
# Target sequence (Q8TDD5 whole entry, looked up): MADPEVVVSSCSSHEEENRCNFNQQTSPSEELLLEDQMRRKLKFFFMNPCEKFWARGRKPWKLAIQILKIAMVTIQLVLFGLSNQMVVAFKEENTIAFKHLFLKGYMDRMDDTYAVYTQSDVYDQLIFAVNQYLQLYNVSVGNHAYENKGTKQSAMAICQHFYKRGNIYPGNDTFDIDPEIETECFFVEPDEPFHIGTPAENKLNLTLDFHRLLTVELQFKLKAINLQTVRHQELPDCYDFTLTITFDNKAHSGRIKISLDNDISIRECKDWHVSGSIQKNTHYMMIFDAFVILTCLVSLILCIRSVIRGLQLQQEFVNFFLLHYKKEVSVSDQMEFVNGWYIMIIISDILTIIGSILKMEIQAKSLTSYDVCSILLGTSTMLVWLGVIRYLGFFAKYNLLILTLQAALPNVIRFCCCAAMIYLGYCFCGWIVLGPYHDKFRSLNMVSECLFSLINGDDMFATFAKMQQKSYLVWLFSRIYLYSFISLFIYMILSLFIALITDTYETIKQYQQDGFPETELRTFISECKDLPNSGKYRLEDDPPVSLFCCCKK
#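 Test system – HEK293 line with stable expression of human TRPML3-YFP channel · Control set – carbachol 87 µM final as high control (100%), DMSO as low control (0%) · Signal – Fluo-8 calcium dye fluorescence, ex 470-495, em 515-575 nm · Incubation – 1-h 37 °C dye load, 5-s basal, 120-s post-compound reads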
# TNF death inh: blocks TNF-alpha induced death of Jurkat FADD-/- cells | Jurkat FADD-/- TNF necroptosis rescue, ATP luminescence, 24 h; 0 = TNF only, 100 = no-TNF cells | activation (protection from cell death), % at 10 µM | 0.068% of 220,000 active | AID 463075;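 active = activation, meaning protection from cell death, of at least 50% relative to plate controls; inactive = activation below 50%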;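 note: necroptosis triggered by 40 ng/mL TNF-alpha added together with compound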
# PPC-1+TRAIL kill: PPC-1 cancer cell killing with TRAIL present; PPC-1 cells + TRAIL, ATPLite viability luminescence; cell killing (% activity), % at 4 µM; 0.41% of 220,000 active; AID 1443;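 active = cell killing above 50% in the first pass at 4 µM, then a duplicate retest at 5 µM averaging 50% or more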;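 note: plate controls were cells with TRAIL plus DMSO for no effect and medium-only wells lacking cells for full effect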
# Runt-SMMHC FRET: Runt domain-CBFb-SMMHC interaction inhibition; Cerulean-Runt/Venus-CBFb-SMMHC FRET ratio 530/480, 1 h; Q01196+Q13951; inhibition, % at 20 µM; 0.74% of 220,000 active;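 active = mean inhibition across duplicate retests at 20 µM reaching about 50%, limit read from the data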;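 note: 0% = DMSO wells and 100% = wells with excess untagged CBFb-SMMHC; inhibitors lower the FRET ratio by blocking Runt binding to CBFb-SMMHC; some results filed as inactive read as strong as hits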
# NCF1 inh: blocks human p47phox regulatory protein of NADPH oxidases. 0.53% of 220,000 active. p47phox/p22phox peptide binding, fluorescence polarization, 2 h. inhibition, % at 24.7 µM;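 active = inhibition above about 30%, limit read from the data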;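 note: 0% = p47phox with labelled peptide and 100% = labelled peptide alone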
# Active calls of the source: *; nt = no result given.
# Sample of the layout (3 entries):
SMILES,CHOP inhibitor,EBV gp42 inh,MDM2 E3 inh,zfTRPN1 agonist,TRPML3 ag,TNF death inh,PPC-1+TRAIL kill,Runt-SMMHC FRET,NCF1 inh
COC(=O)c1cccc(NC(=S)NC(C)C)c1,-1.5,-8.7,-8.3,0.9,0.8,-1.0,0.4,0.4,nt
Cc1ccc(/C=C/C(=O)Nc2cccc3cccnc23)o1,33.2,-10.0,-3.4,3.3,1.4,1.2,17.7,-59.3,-30.4
Cc1ccc(N2C(=O)c3ccccc3C2=O)cc1C,7.0,-7.3,nt,-2.4,-0.2,-1.0,1.8,-2.8,-8.3

# Results, from the start:
SMILES,CHOP inhibitor,EBV gp42 inh,MDM2 E3 inh,zfTRPN1 agonist,TRPML3 ag,TNF death inh,PPC-1+TRAIL kill,Runt-SMMHC FRET,NCF1 inh
COC(=O)c1cccc(NC(=S)NC(C)C)c1,-1.5,-8.7,-8.3,0.9,0.8,-1.0,0.4,0.4,nt
Cc1ccc(/C=C/C(=O)Nc2cccc3cccnc23)o1,33.2,-10.0,-3.4,3.3,1.4,1.2,17.7,-59.3,-30.4
Cc1ccc(N2C(=O)c3ccccc3C2=O)cc1C,7.0,-7.3,nt,-2.4,-0.2,-1.0,1.8,-2.8,-8.3
COCCNC(=O)c1cnn2c(C(F)(F)F)cc(-c3ccc4c(c3)OCO4)nc12,32.6,-32.1,-12.5,-0.5,0.9,-0.6,27.0,-50.1,-0.4
CCN1CCN(C(c2cccs2)C(C)NC(=S)Nc2cc(C)ccc2C)CC1 (centres undefined),-20.1,6.4,-9.6,0.0,0.9,3.1,8.3,3.3,-2.7
COC(=O)CNC(=O)CCc1nnc(C2(c3ccc(Cl)cc3)CCC2)o1,-12.8,6.9,2.6,-0.5,0.2,0.3,-6.1,0.8,7.8
Cc1ccc(C)c(Cn2nnc3c(=O)[nH]c(C(=O)Nc4ccc(F)cc4)nc32)c1,15.0,7.2,5.4,0.6,0.6,-0.1,19.6,1.2,-9.8
CC(CC(=O)O)CC(=O)Nc1ccccc1C(=O)O (centres undefined),5.7,-7.5,8.7,-0.8,0.5,-0.1,25.6,-4.0,-6.6
CCC(C)NC(=O)C1c2ccccc2C(=O)N1Cc1ccccc1OC (centres undefined),-0.8,4.2,-15.9,-1.4,0.0,0.3,-0.8,-1.3,-9.9
CC1(C)CC(NC(=O)COc2ccccc2Cl)CC(C)(C)N1,-40.3,-1.5,-23.7,1.6,1.1,0.8,4.1,1.7,-4.5
COC(=O)c1cc2n(n1)CCN(Cc1ccccc1Cl)C2=O,-20.8,-20.1,-26.0,1.1,0.4,-1.5,11.1,22.2,-9.3
COc1ccc(S(=O)(=O)N2CCCC(C(=O)Nc3ccc(NC(=O)c4ccccn4)cc3)C2)cc1 (centres undefined),55.3,-10.5,2.6,-0.1,0.8,-9.2,-1.1,-4.5,-14.2
COc1ccc(Cc2nnc(SCc3nc4ccccc4c(=O)[nH]3)n2C)cc1,53.0,-7.7,0.8,0.5,0.9,1.7,25.0,0.3,-5.4
CC1(C)CC(C(CC(=O)Nc2nccs2)c2ccccc2)CCO1 (centres undefined),-20.5,-9.1,nt,1.6,0.9,1.2,23.2,-0.5,-8.2
CC(C)OC(=O)CSc1nnc(Cc2ccccc2)n1Cc1ccco1,66.4,-16.9,-7.6,-1.2,0.0,-1.1,32.7,0.3,-14.0
CCOC(=O)c1c(C)c(C(=O)NCCc2ccc(S(N)(=O)=O)cc2)c(C)n1CC,40.5,-15.6,-6.5,0.4,0.8,-0.3,5.8,-1.6,-11.7
CCCCCN1C(=O)Cn2c(nc3ccccc3c2=O)C1C (centres undefined),15.0,-6.0,-11.4,-0.2,0.7,1.2,7.6,1.1,-11.7
CCCOC(=O)NC1CCS(=O)(=O)C1 (centres undefined),-4.0,3.6,-15.4,-1.5,0.3,-0.9,3.1,-5.5,-2.5
Cc1cc(C(=O)N/N=C/c2cccc([N+](=O)[O-])c2O)n[nH]1,15.9,5.3,-18.2,-1.1,-0.1,2.2,7.5,1.1,4.6
NS(=O)(=O)c1ccc(Nc2ncccc2[N+](=O)[O-])cc1,40.3,-4.0,-23.5,0.3,-0.4,-0.2,13.7,-0.9,-15.4
Cc1cc(C(=O)OCC(=O)Nc2ccc(F)c(F)c2)c(C)o1,66.7,-14.5,-9.9,-0.7,-0.8,3.3,23.5,0.1,-3.3
COc1ccc(CC(=O)OCC(=O)Nc2ccc3c(c2)OCO3)cc1OC,17.4,0.7,-7.0,1.1,1.5,0.2,1.1,-2.1,1.5
COc1cc(/C=C(\C#N)c2nc(-c3cc4ccccc4oc3=O)cs2)ccc1O,-18.1,-66.0,-7.0,2.0,1.9,-1.8,10.6,-42.3,6.5
CCOC(=O)N1CCC(NC(=O)c2ccc3nc4ccccc4c(=O)n3c2)CC1,17.3,1.2,nt,1.2,0.6,1.3,-2.9,18.4,39.4*
Cn1c(=O)c2c(ncn2CC(=O)OCc2ccccc2)n(C)c1=O,12.4,-6.8,-6.6,1.6,1.6,-0.5,-7.4,2.1,-7.2
CC(C)(C)OC(=O)N1Cc2cc3ccccc3nc2C1CO (centres undefined),2.3,-6.0,-8.8,0.8,0.6,0.3,-16.5,-0.2,-11.4
COc1cccc(CN(C)CC(=O)Nc2ccccc2C(C)C)c1,14.1,-2.2,-9.4,-3.5,-1.0,1.5,-15.5,-3.0,-0.3
Cc1ccc(Cc2cnc(NC(=O)/C(C#N)=C/c3ccc(-c4cccc([N+](=O)[O-])c4)o3)s2)cc1,93.4*,0.8,-16.1,2.5,0.5,-2.5,-14.8,-51.3,-41.6
COC(=O)[C@H](CC(C)C)NC(=O)Nc1cccc(Br)c1,7.5,-18.7,-4.6,-1.7,0.2,2.0,22.9,0.8,1.5
Cc1ccc(-c2ccc(=O)n(CC(=O)N3CCN(c4cc(Cl)ccc4C)CC3)n2)cc1,53.1,-1.8,-22.2,1.4,0.4,-0.4,3.6,-5.2,-10.2
CCOC(=O)C1CCN(c2c(N3CCN(c4ccccc4OC)CC3)c(=O)c2=O)CC1,11.8,-7.4,-24.0,1.0,0.4,1.9,25.4,0.4,-8.7
COc1ccc(NC(=O)CSc2nc(O)cc(=O)n2-c2ccccc2OC)cc1,-14.9,-5.5,-11.8,0.1,1.3,-1.9,-1.3,-0.5,-12.6
COc1cc(NC(=O)CN2C(=O)NC(C)(CCC(C)C)C2=O)cc(OC)c1 (centres undefined),-29.6,-4.6,-8.2,2.1,0.2,-1.5,5.5,-3.1,-4.5
CCC(=O)c1ccccc1OCCN1CCN(Cc2ccccc2)CC1,21.1,-7.2,-9.7,-0.5,0.7,1.6,-0.3,3.6,2.3
CCCSCCCNC(=O)c1cc2c(s1)CS(=O)(=O)C2,-3.0,-9.5,-14.4,0.9,-0.2,1.3,19.2,-5.4,-9.5
COc1ccc(CCC(C)Nc2ccc(F)cc2)cc1 (centres undefined),88.5*,2.3,1.6,-1.3,-0.5,-3.0,nt,1.6,-11.4
COc1ccccc1OCc1nnc(SCC(=O)c2cc(Cl)ccc2OC)o1,6.1,-10.9,-5.1,-0.7,0.1,-8.3,-5.8,-2.8,-10.2
COc1ccccc1NC(=O)Nc1ccccc1SC,5.3,-2.5,-12.1,-2.4,0.1,0.8,-17.0,1.4,-5.1
CCOC(=O)N1CCC(NC(=O)CN2C(=O)C(CC)Oc3ccc(C)cc32)CC1 (centres undefined),16.7,-3.4,-4.6,1.1,-0.7,-0.3,-3.5,2.8,-6.1
COC(=O)c1ccccc1NC(=O)c1cc([N+](=O)[O-])nn1Cc1ccccc1,27.1,-15.9,-2.1,-2.2,0.1,1.2,-22.5,4.9,-5.6
O=C(CCC1CCCN(C(=O)C2(c3ccccc3)CC2)C1)N1CCN(c2ccccn2)CC1 (centres undefined),0.0,-12.4,17.8,2.7,1.7,0.1,nt,nt,-5.4
Cc1cccc(-n2c(C)cc(/C=C3/C(=N)N4C(c5ccccc5)=CSC4=NC3=O)c2C)c1,15.8,-80.2,-0.4,0.2,-0.2,1.5,4.4,-3.6,-119.0
COc1ccc(NC(=O)CSc2nc3ccc(OC)cc3[nH]2)cc1,-6.7,-6.3,nt,0.2,0.0,2.8,-1.7,-1.2,-12.8
C=CCN=C(NC#N)SC,1.8,-6.6,5.4,0.6,0.6,0.8,13.8,-1.6,-0.9
O=C(CCc1ccccc1)Nc1nn[nH]n1,27.4,0.8,-0.6,1.7,0.2,0.0,12.5,2.4,6.4
CCOC(=O)Cc1csc(/N=C/c2c(O)n(-c3ccc(C)c(C)c3)c(=O)c3ccccc23)n1,59.5,-43.5,-6.4,0.4,1.8,2.6,17.5,61.6*,-71.1
COc1ccccc1Nc1nc(N)nc(CN2CCN(c3ccccc3)CC2)n1,25.6,-18.2,17.9,-1.6,-0.6,-3.1,5.2,-2.6,-6.5
Cc1noc(NS(=O)(=O)c2ccc(N3C(=O)c4ccccc4C3=O)cc2)c1C,29.9,-10.2,-9.8,0.7,0.5,-0.3,4.9,-10.2,-2.0
CC(=O)N1N=C(c2c(-c3ccccc3)c3cc(Br)ccc3[nH]c2=O)CC1c1ccco1 (centres undefined),7.8,2.6,-3.0,1.5,0.9,-0.7,-12.3,6.5,-9.4
CC(CN1CCOCC1)C(=O)O (centres undefined),-4.8,-15.6,-4.9,0.6,0.3,-0.9,-9.7,0.3,2.2

# Following part
SMILES,CHOP inhibitor,EBV gp42 inh,MDM2 E3 inh,zfTRPN1 agonist,TRPML3 ag,TNF death inh,PPC-1+TRAIL kill,Runt-SMMHC FRET,NCF1 inh
CCCn1c(SCC(=O)N2c3ccccc3CCc3ccccc32)nc2c1c(=O)n(C)c(=O)n2C,-9.9,-10.2,-13.1,1.9,0.6,-7.1,-7.8,-8.4,3.6
c1cc(CNC2C3CC4CC(C3)CC2C4)ccn1 (centres undefined),-1.7,-1.7,12.0,0.4,0.8,-0.5,16.6,0.4,5.5
CCCC(C)C(=O)Nc1ccc(Cl)cc1Cl (centres undefined),-16.9,-22.9,-15.0,-1.6,-0.8,1.8,2.5,0.2,-4.8
C=CCc1cc(C)ccc1OCCCC(C(=O)OCC)C(=O)OCC,55.0,0.3,-6.1,0.3,0.1,1.0,7.2,-6.4,-1.5
CCN(C(=O)CSc1nnnn1-c1cc(C)ccc1OC)C1CCS(=O)(=O)C1 (centres undefined),-13.1,-8.7,-11.1,0.4,0.2,3.0,17.0,1.3,2.3
CCC(=O)NC(c1ccc(OC)cc1)c1c(O)ccc2ccccc12 (centres undefined),-9.1,0.2,-18.1,-0.1,-0.2,-7.0,-5.3,-0.3,-4.3
